EPAC2 antag – qHTS for Antagonist of cAMP-regulated guanine nucleotide exchange factor 2 (EPAC2): primary screen; Potency, µM (series often up to 114 µM), without a hit: at the highest dose activity, negative = inhibition, actives largely listed as inhibitors; Rap guanine nucleotide exchange factor 4 (Homo sapiens), Q8WZA2; AID 720708, 2013; EPAC2 GEF exchange of Rap1B-BODIPY-GDP, fluorescence; 0.18% of 360,000 active; further: on the % scale 0 is the no-effect control and ±100 the full control effect; nearly all actives have a fitted effect of over 45% in size; many of its hits are not listed in these tables
Target sequence (Q8WZA2 whole entry, looked up): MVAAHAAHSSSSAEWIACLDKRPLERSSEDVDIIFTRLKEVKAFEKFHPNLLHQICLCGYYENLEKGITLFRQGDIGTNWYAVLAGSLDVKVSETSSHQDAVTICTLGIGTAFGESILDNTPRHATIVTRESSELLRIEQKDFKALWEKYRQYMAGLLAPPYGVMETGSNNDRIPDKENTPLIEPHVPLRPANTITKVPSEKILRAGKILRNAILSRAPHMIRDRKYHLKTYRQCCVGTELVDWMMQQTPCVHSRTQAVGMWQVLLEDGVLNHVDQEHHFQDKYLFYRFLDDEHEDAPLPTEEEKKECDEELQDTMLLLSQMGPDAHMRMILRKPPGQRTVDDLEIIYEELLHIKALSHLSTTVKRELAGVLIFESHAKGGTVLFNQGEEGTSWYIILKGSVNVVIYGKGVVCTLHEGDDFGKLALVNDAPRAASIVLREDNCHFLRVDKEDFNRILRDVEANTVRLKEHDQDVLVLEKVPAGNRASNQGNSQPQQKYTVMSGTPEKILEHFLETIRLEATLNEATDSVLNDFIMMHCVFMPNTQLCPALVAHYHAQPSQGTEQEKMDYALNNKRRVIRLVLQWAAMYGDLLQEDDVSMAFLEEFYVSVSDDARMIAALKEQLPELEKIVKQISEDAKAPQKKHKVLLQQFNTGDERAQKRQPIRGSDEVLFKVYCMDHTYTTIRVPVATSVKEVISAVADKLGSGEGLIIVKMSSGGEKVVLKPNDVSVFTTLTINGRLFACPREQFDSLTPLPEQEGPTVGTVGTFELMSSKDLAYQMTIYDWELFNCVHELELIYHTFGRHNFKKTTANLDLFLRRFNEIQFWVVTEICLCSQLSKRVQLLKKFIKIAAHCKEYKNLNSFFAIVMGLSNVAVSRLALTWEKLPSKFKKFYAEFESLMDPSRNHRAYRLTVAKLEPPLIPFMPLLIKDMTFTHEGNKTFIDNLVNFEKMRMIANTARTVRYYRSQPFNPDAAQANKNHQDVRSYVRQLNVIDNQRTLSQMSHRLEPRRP
MCF10A rereplic – A quantitative high throughput screen for small molecules that induce DNA re-replication in MCF 10a normal breast cells | Potency, µM (doses to about 46.1 µM), inactives show at the top dose activity, positive = re-replication, actives largely listed as activators | 2.9% of 350,000 active | MCF 10A DNA re-replication, Hoechst nuclear intensity, 48 h; further: % of control where 0% means no effect; nearly all actives have a fitted effect of over 50% in size
Nrf2 activator – qHTS of Nrf2 Activators | AREc32 ARE-luciferase reporter (MCF7-derived line), luminescence, 24 h | AID 624171, 2012 | Potency, µM (doses to about 46.1 µM), inactives show at the highest dose activation, most hits filed as activators | 0.31% of 410,000 active; further: % of control where 0% means no effect; nearly all actives have a fitted effect of over 65% in size
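ARE activation measured as luciferase luminescence (Steady-Glo, 30 min RT) in AREc32_Fluc cells after 24 hr compound exposure at 37 deg C, 5% CO2; cells seeded overnight at 1000/well in OPTI-MEM, 5% FBS.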
ATXN2 expr inh – Primary qHTS for Inhibitors of ATXN expression. HEK-293 ATXN2-luciferase reporter, luminescence, 24 h. Potency, µM (titrated, usually from 57 µM), for the others: at the top dose activity change, negative = inhibition, actives largely listed as inhibitors. 0.72% of 360,000 active; further: on the % scale 0 is the no-effect control and ±100 the full control effect; nearly all actives have a fitted effect of over 55% in size
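ATXN2-luciferase reporter cells (luciferase flanked by upstream and downstream ATXN2 gene portions) were treated 24 h at 37 °C with compounds at up to 57 uM. SteadyGlo luminescence gave expression; GF-AFC fluorescence gave viability.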
HepG2 tox – qHTS for Inhibitors of TGF-b: Cytotox Counterscreen. HepG2 CAGA-GFP viability, ATP luminescence, 18 h. Potency, µM (series often up to 46.1 µM), inactives show at the highest dose activity change, negative = cytotoxicity, hits mostly cytotoxic. 0.76% of 410,000 active; further: some results filed as inactive show a strong effect at the top dose
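HepG2 CAGA-GFP cells (1000/well, DMEM with 1% FBS) received compound, then TGF-beta at 500 pg/mL final, and were incubated 18 hours at 37 degrees C. Viability was read by CellTiter-Glo luminescence. Media-only wells were set as complete cell-killing and DMSO as no toxicity.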
Nrf2 inh – Nrf2 qHTS screen for inhibitors; A549 ARE-Fluc reporter, luciferase luminescence, 18-24 h; AID 504444, 2011; Potency, µM (top dose mostly 46 µM), without a hit: at the highest dose activity change, negative = inhibition, most hits filed as inhibitors; 2.1% of 360,000 active; further: on the % scale 0 is the no-effect control and ±100 the full control effect; nearly all actives have a fitted effect of over 60% in size
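Reporter: ARE-Fluc in A549. Exposure: 18-24 h, 37 °C, 5% CO2, 5% FBS OPTI-MEM. Readouts: fluorescent cytotoxicity (CellTiter-Fluor), then luminescent Nrf2 signal after BugLite.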
S2 tox – Viability Counterscreen for Primary qHTS for Inhibitors of ATXN expression; S2 cells (HEK-293 line with an ATXN2-luciferase reporter) viability, CellTiter-Fluor protease fluorescence, 24 h; 0.49% of 400,000 active; Potency, µM (top dose mostly 56.7 µM), actives largely listed as cytotoxic; AID 651635, 2014; further: nearly all actives have a fitted effect of over 40% in size
A549 viability – Nrf2 qHTS screen for inhibitors: counterscreen for cytotoxicity; A549 ARE-Fluc cells, CellTiter-Fluor viability, 18-24 h; Potency, µM (doses to about 46 µM), for the others: top-dose activity change, negative = cytotoxicity, actives largely listed as inhibitors; 0.16% of 390,000 active; AID 504648, 2011; further: on the % scale 0 is the no-effect control and ±100 the full control effect
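A549 ARE-Fluc cells in 5% FBS OPTI-MEM, 5000 cells/well, rested 2 h then exposed to compounds in concentration-response for 18-24 h at 37 °C. Viability by CellTiter-Fluor fluorescence (Ex 405/Em 525) after 30 min; luciferase luminescence (BugLite, 15 min, RT) read afterwards.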
TGFb inhibitor – qHTS for Inhibitors of TGF-b; Potency, µM (top dose mostly 46.1 µM), for inactives: at the highest dose activity, negative = inhibition, actives largely listed as inhibitors; HepG2 CAGA-GFP TGF-b/SMAD3 reporter, GFP fluorescence, 18 h; TGF-beta stimulated, 500 pg/mL final; 1.2% of 410,000 active; further: on the % scale 0 is the no-effect control and ±100 the full control effect; nearly all actives have a fitted effect of over 65% in size
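HEPG2 CAGA-GFP, 1000 cells/well; 2 h settle, 37 C; cpd via pin tool; TGF-b 500 pg/mL final; 18 h, 37 C; GFP imaging ex488/em500-530; %Activity normalised to -TGF-b and +DMSO controls; CRC fit, curve class.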
* = called active by the depositor; [ ] = remark or other dose. The call rests on the fitted dose curve; in most records, active means well fitted curve in the direction sought with a large enough effect; inconclusive means small, poorly fitted or top-dose-only effect, or another doubt; inactive means no such curve, though single readings can be large; an effect the other way counts as inactive or inconclusive. Potency means the concentration at half of the fitted maximal effect.

`CC(=O)c1cccc(S(=O)(=O)NC(C)C2CC3CCC2C3)c1` (stereo not drawn) gave EPAC2 antag -9%, MCF10A rereplic 21%, Nrf2 activator 0.1%, ATXN2 expr inh -8%, HepG2 tox 0%, Nrf2 inh -6%, S2 tox inactive, A549 viability -5% and TGFb inhibitor -1%.
Cc1nc2nc(C)c(NS(=O)(=O)c3ccc(Cl)s3)c(=O)n2[nH]1 was read as EPAC2 antag 4%, MCF10A rereplic 7%, Nrf2 activator 1.9%, ATXN2 expr inh 5%, HepG2 tox -29%, Nrf2 inh -2%, S2 tox inactive, A549 viability 2% and TGFb inhibitor -14%.
For COc1ccc(S(=O)(=O)NCCCN2CCOCC2)cc1F the results were EPAC2 antag -11%, MCF10A rereplic -22%, Nrf2 activator 0.2%, ATXN2 expr inh -17%, HepG2 tox 5%, Nrf2 inh 3%, S2 tox inactive, A549 viability 7% and TGFb inhibitor -8%.
Cc1c(C(=O)Nc2cccc(C(F)(F)F)c2)sc2nc3n(c(=O)c12)CCCC3 was read as Nrf2 activator 0.7%, ATXN2 expr inh -12%, HepG2 tox -21%, Nrf2 inh -2%, S2 tox inactive, A549 viability inconclusive and TGFb inhibitor -8%.
Screening O=C(COC(=O)C1CCC(=O)N1)Nc1ccc(Oc2ccccc2)cc1 (stereo not drawn) returned EPAC2 antag 7%, MCF10A rereplic 14%, Nrf2 activator 2.1%, ATXN2 expr inh -26%, HepG2 tox -35%, Nrf2 inh 1%, S2 tox inactive, A549 viability 3% and TGFb inhibitor 2%.
Screening C=CCNc1nc(NCc2ccccc2)c(C#N)c2c1CN(C)CC2 returned EPAC2 antag 10%, MCF10A rereplic inconclusive, Nrf2 activator 9.6%, ATXN2 expr inh -3%, HepG2 tox -61%, Nrf2 inh inconclusive, S2 tox inactive, A549 viability 24% and TGFb inhibitor -1%.
For CC(C)=C(C#N)c1nc2ccccc2s1 the results were EPAC2 antag 12%, MCF10A rereplic 3%, Nrf2 activator -0.5%, ATXN2 expr inh 9%, HepG2 tox -18%, Nrf2 inh 15%, S2 tox inactive, A549 viability -5% and TGFb inhibitor 24%.
For Cc1nc2nc(-c3ccco3)nn2c(C)c1Cl the results were EPAC2 antag 5%, MCF10A rereplic -1%, Nrf2 activator inconclusive, ATXN2 expr inh 14%, HepG2 tox -27%, S2 tox inactive, A549 viability 2% and TGFb inhibitor -7%.
For Cc1cnc(C(=O)NCC(=O)Nc2ccccc2Br)cn1 the results were EPAC2 antag 4%, MCF10A rereplic 19%, Nrf2 activator 0.5%, ATXN2 expr inh 15%, HepG2 tox 7%, Nrf2 inh 15%, S2 tox inactive, A549 viability 2% and TGFb inhibitor 2%.
Screening Cc1ccccc1CN1C2=NCCCN2c2ccccc21 returned EPAC2 antag 2%, MCF10A rereplic -1%, Nrf2 activator -0.4%, ATXN2 expr inh -23%, HepG2 tox -15%, Nrf2 inh 16%, S2 tox inactive, A549 viability -1% and TGFb inhibitor -12%.
`O=C(Cc1nnc(NC(=O)Nc2ccccc2)s1)Nc1ccccc1` gave EPAC2 antag 8%, MCF10A rereplic 0%, Nrf2 activator -0.5%, ATXN2 expr inh -30%, HepG2 tox -5%, Nrf2 inh -15%, S2 tox inactive, A549 viability 1% and TGFb inhibitor 0%.
Screening NC(=O)c1ccc(NC(=O)COC(=O)C23CC4CC(CC(C4)C2)C3)cc1 returned EPAC2 antag -6%, Nrf2 activator -1.4%, HepG2 tox 1%, S2 tox inactive and TGFb inhibitor 2%.
CCN1C(=O)[C@H]2[C@@H](c3ccc(-c4ccc(Cl)c(Cl)c4)c(OC)c3)N[C@@](Cc3ccccc3)(C(=O)OC)[C@H]2C1=O was read as EPAC2 antag 24%, MCF10A rereplic 1%, Nrf2 activator 0.0%, ATXN2 expr inh -5%, HepG2 tox 15%, Nrf2 inh -19%, S2 tox inactive, A549 viability -8% and TGFb inhibitor 6%.
`COC(=O)C(CC(C)C)NC(=O)CNC(=O)c1ccccc1C` (stereo not drawn) gave EPAC2 antag 0%, MCF10A rereplic -5%, Nrf2 activator -0.8%, ATXN2 expr inh -9%, HepG2 tox -21%, Nrf2 inh -14%, S2 tox inactive, A549 viability 3% and TGFb inhibitor -11%.
Screening O=C(NCC1CCN(Cc2ccccc2Cl)CC1)Nc1ccccc1F returned EPAC2 antag 8%, MCF10A rereplic 1%, Nrf2 activator 2.2%, ATXN2 expr inh -10%, HepG2 tox -21%, Nrf2 inh 2%, S2 tox inactive, A549 viability -3% and TGFb inhibitor 5%.
`CCc1ccccc1NC(=O)CN(C)C(=O)CSc1nc2cc(Cl)ccc2s1` gave EPAC2 antag 9%, MCF10A rereplic -50%[inhibitor], Nrf2 activator 0.0%, ATXN2 expr inh 2%, HepG2 tox -1%, Nrf2 inh -11%, S2 tox inconclusive, A549 viability -20% and TGFb inhibitor inconclusive.
CCOC(=O)N1CCc2c(sc3c2c(=O)n(-c2ccccc2)c(=O)n3CC(=O)Nc2ccc(OC)cc2OC)C1 was read as Nrf2 activator 0.5%, ATXN2 expr inh -2%, HepG2 tox -2%, Nrf2 inh -4%[9.27 µM], S2 tox inactive, A549 viability 1% and TGFb inhibitor 18%.
Nc1ccc(Oc2ccc3nc(-c4ccccc4)c(-c4ccc([N+](=O)[O-])cc4)nc3c2)cc1 was read as EPAC2 antag 12%, MCF10A rereplic 2%, Nrf2 activator 4.5%, ATXN2 expr inh 2%, HepG2 tox 3%, S2 tox inactive, A549 viability -1% and TGFb inhibitor inconclusive.
CC1Nc2ncnc(N3CCN(c4ccccc4)CC3)c2N(Cc2ccc(Br)cc2)C1=O (stereo not drawn) was read as EPAC2 antag -20%, MCF10A rereplic 16µM*, Nrf2 activator -3.1%, ATXN2 expr inh inconclusive, HepG2 tox -19%, Nrf2 inh inconclusive, S2 tox inconclusive, A549 viability -11% and TGFb inhibitor inconclusive.
COc1ccc2nc(SC)c(C#N)cc2c1 was read as EPAC2 antag 1%, MCF10A rereplic -3%, Nrf2 activator 0.7%, ATXN2 expr inh -37%, HepG2 tox 5%, Nrf2 inh 4%, S2 tox inactive, A549 viability -4% and TGFb inhibitor inconclusive.

Reprinted from the results shown, 2 compounds:
Screening C=CCNc1nc(NCc2ccccc2)c(C#N)c2c1CN(C)CC2 returned EPAC2 antag 10%, MCF10A rereplic inconclusive, Nrf2 activator 9.6%, ATXN2 expr inh -3%, HepG2 tox -61%, Nrf2 inh inconclusive, S2 tox inactive, A549 viability 24% and TGFb inhibitor -1%.
For CC(C)=C(C#N)c1nc2ccccc2s1 the results were EPAC2 antag 12%, MCF10A rereplic 3%, Nrf2 activator -0.5%, ATXN2 expr inh 9%, HepG2 tox -18%, Nrf2 inh 15%, S2 tox inactive, A549 viability -5% and TGFb inhibitor 24%.

(more compounds)
Screening CN(C)S(=O)(=O)c1ccc(S(=O)(=O)NC2CCOC(C)(C)C2)cc1 (stereo not drawn) returned EPAC2 antag 4%, MCF10A rereplic inconclusive, Nrf2 activator -0.2%, ATXN2 expr inh 0%, HepG2 tox 1%, Nrf2 inh 7%, S2 tox inactive, A549 viability -8% and TGFb inhibitor 2%.
CN(C)CCCNC(=O)C[C@H]1C[C@H](C(=O)N2CCCCC2)[C@@]2(CCc3ccccc3)c3[nH]c4ccc(Cl)cc4c3CCN2C1=O was read as EPAC2 antag 1%, MCF10A rereplic -12%, Nrf2 activator 4.7%, ATXN2 expr inh -16%, HepG2 tox -15%, Nrf2 inh inconclusive, S2 tox inactive, A549 viability inconclusive and TGFb inhibitor -2%.
For O=C1ON=C(c2ccccc2)/C1=C/c1cccnc1 the results were EPAC2 antag 9%, MCF10A rereplic inconclusive, Nrf2 activator -0.1%, ATXN2 expr inh -15%, HepG2 tox 5%, Nrf2 inh 0%, S2 tox inactive, A549 viability 6% and TGFb inhibitor 3%.
COc1ccc2c(c1)c(C(=O)N/N=C/c1cccc(O)c1)c(C)n2C was read as EPAC2 antag 4%, MCF10A rereplic 5%, Nrf2 activator 0.2%, ATXN2 expr inh 6%, HepG2 tox 16%, Nrf2 inh 2%, S2 tox inconclusive, A549 viability 0% and TGFb inhibitor -12%.
CC(C)(C)C(=O)O/N=C(\N)c1ccc(-c2csnn2)cc1 was read as EPAC2 antag -5%, MCF10A rereplic 0%, Nrf2 activator 2.6%, ATXN2 expr inh 76%[activator], HepG2 tox -2%, Nrf2 inh 4%, S2 tox inactive, A549 viability -1% and TGFb inhibitor 11%.
`CC(O)(c1ccccc1)c1nc(-c2ccc(S(C)(=O)=O)cc2)cs1` (stereo not drawn) gave EPAC2 antag -4%, Nrf2 activator 4.6%, ATXN2 expr inh -4%, HepG2 tox -25%, S2 tox inactive and TGFb inhibitor -7%.
CC(=O)Nc1ccc(C)cc1 was read as EPAC2 antag -11%, MCF10A rereplic 10%, Nrf2 activator 0.3%, ATXN2 expr inh -2%, HepG2 tox -1%, Nrf2 inh 2%, S2 tox inactive, A549 viability -9% and TGFb inhibitor -9%.
Screening CC(C)c1ccccc1NC(=O)COC(=O)c1ccc(Cl)c(S(=O)(=O)N2CCCCCC2)c1 returned EPAC2 antag -1%, MCF10A rereplic 9%, Nrf2 activator 2.9%, ATXN2 expr inh 0%, HepG2 tox -9%, Nrf2 inh -20%, S2 tox inactive, A549 viability -2% and TGFb inhibitor -6%.
COc1ccccc1C(=O)Nc1ccccc1SCc1cc(=O)c2ccccc2[nH]1 was read as Nrf2 activator 3.4%, ATXN2 expr inh -3%, HepG2 tox -7%, S2 tox inconclusive, A549 viability -11% and TGFb inhibitor 7%.
`CC(SCC(=O)Nc1ccccc1)c1nc2ccccc2c(=O)[nH]1` (stereo not drawn) gave EPAC2 antag 29%, MCF10A rereplic inconclusive, Nrf2 activator 0.1%, ATXN2 expr inh 0%, HepG2 tox -2%, Nrf2 inh 10%, S2 tox inactive, A549 viability inconclusive and TGFb inhibitor -1%.

These rows are one share of the data; the hit share may differ from the screen's.
